p53 reactivator: mutant p53 re-activation in reporter cells; 0.063% of 320,000 active; H1299 p53-A138V BP100-luciferase reporter, luminescence, 24 h; AID 504706; Potency, µM (doses to about 92.2 µM), for the others: at the highest dose activity change, positive = activation, actives largely listed as activators; further: potency means the concentration at half of the fitted maximal effect; % of control where 0% means no effect; nearly all actives have a fitted effect of over 45% in size
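p53-null H1299 cells stably carrying temperature-sensitive p53-A138V and a BP100-luciferase reporter were pinned with compounds (4-point, 1:5 series) and held 24 hrs at 37 deg C. Luminescence was read 10 min after detection reagent.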
TCR activator: T cell receptor activation | primary human leukocytes, anti-CD3, IL-2 HTRF, 48 h | Potency, µM (doses to about 9.22 µM), for inactives: at the highest dose activation of IL-2 secretion, hits mostly activators | 330,000 tested, under 10 active | AID 504894; further: % of control where 0% means no effect
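Readout: HTRF IL-2, Eu-cryptate/d2 antibody pair, 320nm excitation, 665nm emission. Stimulus: a-CD3 beads, no co-stimulation. Cells: primary human leukocytes. Exposure: 48 hr with compound.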
PTAP TSG101 blk: blocks PTAP/TSG101 interaction to inhibit HIV-1 budding; Fluorescence polarization, FITC-PTAP peptide / Tsg101 binding; Potency, µM (top dose mostly 115 µM), without a hit: at the highest dose activity change, negative = inhibition, most hits filed as inhibitors; 340,000 tested, under 10 active; AID 493005; active means well fitted inhibition curve with a large enough effect in the main read-out, with a control signal flat, not every such curve was filed as active; inconclusive means small, poorly fitted or top-dose-only effect, or effect the other way, or a change in a side signal; inactive means no such curve, though single readings can be large or run the other way; further: potency means the concentration at half of the fitted maximal effect; % of control where 0% means no effect
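Fluorescence polarization binding of Tsg101 binding domain (10 uM final) to FITC-labeled PTAP peptide (50 nM final) in HEPES pH 7.5 buffer with NaCl, Tween 20, EDTA, TCEP. Compounds added before peptide; binding 20 min at RT.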
ELG1 DNA repair: blocks ELG1-dependent DNA repair in HEK293T cells. 2.3% of 330,000 active. HEK293T ELG1-luciferase reporter, luminescence, 16 h; DNA damage induced by 5-fluorouridine. Potency, µM (top dose mostly 46.1 µM), inactives show top-dose activity change, negative = inhibition, hits mostly inhibitors; further: potency means the concentration at half of the fitted maximal effect; on the % scale 0 is the no-effect control and ±100 the full control effect; nearly all actives have a fitted effect of over 55% in size
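HEK293T cells expressing luciferase-tagged ELG1 (2,000/well) received 5-Fluorouridine plus compound or DMSO for 16 hr at 37 °C. Luciferase was read by ONE-Glo luminescence after 30 min at room temperature.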
Integrin act MD: activates integrin-mediated alleviation for muscular dystrophy. AID 624291. 0.064% of 350,000 active. Potency, µM (doses to about 38.3 µM), inactives show at the top dose activation, hits mostly activators. alpha7betagal myoblasts, beta-gal FDG fluorescence, 48 h;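 further: potency means the concentration at half of the fitted maximal effect; 100% = response of the positive control SU9516; nearly all actives have a fitted effect of over 60% in size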
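alpha7betagal+/- myoblasts (passage 13, 250/well) treated 48 h at 37C with compounds at 1:260 dilution of DMSO stock. Lysed, then beta-galactosidase activity read as FDG fluorescence (ex 480/em 540) after 30 min, with pre-read for autofluorescence.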
A-T KAP1 phos: candidate therapy for ataxia-telangiectasia; Potency, µM (series often up to 57.5 µM), inactives show at the top dose activation, actives largely listed as activators; […] A-T fibroblasts, KAP-1 phosphorylation AlphaLISA; neocarzinostatin DNA damage 30 min before lysis; AID 485349; 0.19% of 320,000 active; further: potency means the concentration at half of the fitted maximal effect; % of control where 0% means no effect; nearly all actives have a fitted effect of over 45% in size
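ATM-like activity read as KAP-1 phosphorylation via AlphaLISA donor/acceptor antibody pairs after lysis and 6 hr at 25C. Cells were ATM-null patient fibroblasts ([…], hTERT), dosed 60 min, then exposed to the DSB inducer NCS for 30 min.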
BRCA1 expr act: BRCA1 expression activation; MCF7-BRCA1-FFLuc reporter, luminescence, 48 h; response scale: scaled: vehicle 0%, 10 µM genistein 100%; Potency, µM (series often up to 46.1 µM), without a hit: at the highest dose activation, most hits filed as activators; 1.1% of 380,000 active; further: potency means the concentration at half of the fitted maximal effect; nearly all actives have a fitted effect of over 80% in size; some results filed as inactive show a strong effect at the top dose
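Cells: MCF7-BRCA1-FFLuc, 2000/well. Exposure: 48 h, 37 °C, 5% CO2. Read: luminescence, 15 min post-substrate. Controls: genistein 10 microM (maximal activation), DMSO (neutral).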
MLL CXXC-DNA inh: inhibitors of human MLL CXXC domain-DNA interaction; Q03164; MLL-CXXC / FITC-HOXA9 DNA fluorescence polarization; Potency, µM (top dose mostly 115 µM), for the others: top-dose activity change, negative = inhibition, most hits filed as inhibitors; 0.037% of 290,000 active; AID 2662; active means well fitted inhibition curve with a large enough effect in the polarisation, with a control signal flat, not every such curve was filed as active; inconclusive means small, poorly fitted or top-dose-only effect, or effect the other way, or a change in a side signal; inactive means no such curve, though single readings can be large or run the other way; the % refers to the polarisation; further: potency means the concentration at half of the fitted maximal effect
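Purified MLL-CXXC (added from a 7 uM solution) was preincubated 5 min at ambient with pinned compounds in 50 mM Tris-HCl pH 7.5, 50 mM NaCl, 1 mM DTT, 0.05% BSA. Fluorescein-labeled HOX-A9 DNA (50 nM solution) followed, 30 min, then polarization read.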
B2AR arrestin: beta2AR (human) beta-arrestin recruitment activity; Potency, µM (series often up to 46.1 µM), without a hit: top-dose activation, usual class: activators; P07550; beta-arrestin recruitment to beta2AR, cell-based reporter; AID 492947; 0.02% of 330,000 active;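 further: potency means the concentration at half of the fitted maximal effect; 0% = DMSO controls and full agonism = EC100 isoproterenol or metaproterenol; nearly all actives have a fitted effect of over 65% in size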
TRPV1 agonist: agonists of human vanilloid receptor 1 (TRPV1). Q8NER1. TRPV1-expressing cells, Fluo-8 calcium influx, agonist mode. 0.19% of 320,000 active. activation, % at 8.33 µM; in the data active means activation above about 80%; inconclusive means between about 30% and that limit; further: 0% is about no effect
Target sequence (Q8NER1 whole entry, looked up): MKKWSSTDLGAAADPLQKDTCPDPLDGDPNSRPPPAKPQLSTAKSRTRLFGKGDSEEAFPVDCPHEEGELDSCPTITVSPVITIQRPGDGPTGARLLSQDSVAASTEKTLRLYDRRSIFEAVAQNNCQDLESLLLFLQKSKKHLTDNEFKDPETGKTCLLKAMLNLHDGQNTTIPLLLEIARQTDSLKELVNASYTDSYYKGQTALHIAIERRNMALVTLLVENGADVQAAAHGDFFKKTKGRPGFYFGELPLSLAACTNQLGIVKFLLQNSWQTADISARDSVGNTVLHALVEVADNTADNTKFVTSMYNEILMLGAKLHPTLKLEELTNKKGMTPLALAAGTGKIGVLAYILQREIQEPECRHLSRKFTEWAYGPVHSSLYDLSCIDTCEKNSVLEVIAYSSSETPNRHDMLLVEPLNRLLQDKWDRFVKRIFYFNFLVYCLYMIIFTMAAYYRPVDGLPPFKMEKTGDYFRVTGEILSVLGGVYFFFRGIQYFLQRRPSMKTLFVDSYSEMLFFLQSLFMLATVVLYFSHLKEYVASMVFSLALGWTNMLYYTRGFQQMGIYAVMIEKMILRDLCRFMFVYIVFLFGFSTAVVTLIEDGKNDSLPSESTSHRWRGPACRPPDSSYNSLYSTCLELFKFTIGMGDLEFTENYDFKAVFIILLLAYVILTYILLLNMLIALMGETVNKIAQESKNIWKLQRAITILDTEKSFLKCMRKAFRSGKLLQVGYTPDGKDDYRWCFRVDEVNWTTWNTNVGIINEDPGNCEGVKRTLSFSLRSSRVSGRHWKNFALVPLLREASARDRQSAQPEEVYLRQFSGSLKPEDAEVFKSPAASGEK
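Fluo-8 calcium influx in TRPV1-expressing cells, kinetic read (ex 480/em 520 nm). Compound added and read 3 min for agonist activity, followed by capsaicin at EC20 final and 2 min further read for enhancement.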
Numbers without * were called inactive; ? = inconclusive; · = no result given; & = joins results of further samples; [ ] = dose if it differs, or a comment. Unless noted, the call rests on the fitted dose curve; in most records, active means well fitted curve in the direction sought with a large enough effect; inconclusive means small, poorly fitted or top-dose-only effect, or another doubt; inactive means no such curve, though single readings can be large; an effect the other way counts as inactive or inconclusive.

SMILES | p53 reactivator | TCR activator | PTAP TSG101 blk | ELG1 DNA repair | Integrin act MD | A-T KAP1 phos | BRCA1 expr act | MLL CXXC-DNA inh | B2AR arrestin | TRPV1 agonist
CCCCC(=O)Nc1nnc(SCC(=O)NC2CC2)s1 | -6% | 1% | 6% | 1% | -16% | -1% | -15% | -2% | -0.4% | 1
CC(C)c1ccc(/C=C(\NC(=O)c2ccccc2)C(=O)NCCCN2CCOCC2)cc1 | -1% | -1% | -2% | 8% | 0% | -23% | -14% | -1% | -0.5% | 3
CC(Sc1n[nH]c(N)n1)C(=O)Nc1ccc(Cl)cn1 (stereo not given) | 0% | -45% | -1% | 3% | 0% | -3% | 0% | 12% | -0.1% | -8
COc1ccc(NC(=O)C(=O)N2N=C3CCCCC3C2(O)C(F)(F)F)cc1 (stereo not given) | 6% | -16% | -3% | 13% | -16% | 15% | 22% | 29% | -0.2% | 1
Cc1nc2sc(C(c3ccco3)N3CCC(Cc4ccccc4)CC3)c(O)n2n1 (stereo not given) | -3% | -3%[46.1 µM] | 0% | -5% | -12% | -4% | -19% | -4% | -0.5% | 6
COc1ccc(N2CCCC2)c(NC(=O)COc2ccccc2Cl)c1 | -4% | 1% | -2% | -2% | -36% | 3% | -62% | 35%[activator] | -0.3% | 10
Cc1cc(NS(=O)(=O)c2ccc(NC(=O)c3ccccc3F)cc2)no1 | -1% | 5% | -11% | 0% | 12% | -1% | -3% | · | -0.8% | ·
COc1cc(NC(=O)NS(=O)(=O)c2ccc(C)cc2)cc(OC)c1 | -6% | 2% | -1% | 26% | -3% | -3% | 2% | 18% | 0.8% | -1
CCOc1ccc(C2=Nn3c(nnc3-c3ccccn3)SC2)cc1 | -10% | -3% | -6% | -11% | 0% | 23% | -38% | -11% | -1.0% | ·
Cn1c(CNC(=O)c2ccccc2F)nnc1SCC(=O)N1CCN(c2ccccc2)CC1 | -2% | -2% | 3% | 11% | -34% | -7% | 1% | 7% | -0.1% | 0
COc1cccc(N(CC(=O)NCc2cccnc2)S(C)(=O)=O)c1 | -3% | · | -1% | -8% | 5% | 4% | -2% | 3% | 0.1% | -2
COc1ccc2sc(NC(=O)CC(C)C)nc2c1 | 30% | 1% | -7% | ? | 6% | 22% | 5.6µM* | 1% | 0.3% | 24
COc1cccc(-c2ccc(NC(=O)C3CCCN(Cc4cc(C)[nH]n4)C3)cc2)c1 (stereo not given) | ? | · | 2% | 19% | -6% | 3% | 13% | 7% | -0.9% | -2
Cc1ccc(CNc2ccc(CNc3ncn[nH]3)cc2)cc1 | 12% | · | -6% | ? | -5%[7.66 µM] | · | 78% | -8% | -1.7% | 14
C=CCNc1nc2ccccc2nc1NS(=O)(=O)c1ccc(Cl)cc1 | · | -3% | -1% | -3% | 1% | 1% | -19% | -17% | 0.4% | -7
COc1ccc(OCCNC(=O)c2cccc(Oc3ccc(C(F)(F)F)cc3[N+](=O)[O-])c2)cc1 | 10% | 2%[46.1 µM] | 1% | ? | -13% | -4% | -67% | 7% | 0.0% | 13
COc1ccc(Cl)cc1N1CC(C(=O)Nc2nccs2)CC1=O (stereo not given) | · | -138% | -1% | · | -16% | · | -47% | -5% | · | -1
CC(=O)Nc1ccc(CN2CCN(c3cccc(C(F)(F)F)c3)CC2)cc1 | -2% | 3% | -4% | -8% | -17% | -6% | -27% | 21% | -0.4% | -2
O=C(NC1CCCCCCC1)C1CCC(CNc2c(N3CCCC3)c(=O)c2=O)CC1 (stereo not given) | -1% | 0%[46.1 µM] | -5% | 10% | -11% | 36% | 0% | 8% | -0.6% | -8
O=[N+]([O-])c1ccc(O)c(/C=N/n2cnc3ccccc32)c1 | 27% | -3%[46.1 µM] | -5% | 21µM* | 18% | 1% | -26% | -23% | -0.4% | 6

Random excerpt: 6 records from the list, in no set order.
SMILES | p53 reactivator | TCR activator | PTAP TSG101 blk | ELG1 DNA repair | Integrin act MD | A-T KAP1 phos | BRCA1 expr act | MLL CXXC-DNA inh | B2AR arrestin | TRPV1 agonist
COc1cccc(N(CC(=O)NCc2cccnc2)S(C)(=O)=O)c1 | -3% | · | -1% | -8% | 5% | 4% | -2% | 3% | 0.1% | -2
CC(Sc1n[nH]c(N)n1)C(=O)Nc1ccc(Cl)cn1 (stereo not given) | 0% | -45% | -1% | 3% | 0% | -3% | 0% | 12% | -0.1% | -8
COc1cc(NC(=O)NS(=O)(=O)c2ccc(C)cc2)cc(OC)c1 | -6% | 2% | -1% | 26% | -3% | -3% | 2% | 18% | 0.8% | -1
CCCCC(=O)Nc1nnc(SCC(=O)NC2CC2)s1 | -6% | 1% | 6% | 1% | -16% | -1% | -15% | -2% | -0.4% | 1
COc1ccc(N2CCCC2)c(NC(=O)COc2ccccc2Cl)c1 | -4% | 1% | -2% | -2% | -36% | 3% | -62% | 35%[activator] | -0.3% | 10
CCOc1ccc(C2=Nn3c(nnc3-c3ccccn3)SC2)cc1 | -10% | -3% | -6% | -11% | 0% | 23% | -38% | -11% | -1.0% | ·

Next part.
SMILES | p53 reactivator | TCR activator | PTAP TSG101 blk | ELG1 DNA repair | Integrin act MD | A-T KAP1 phos | BRCA1 expr act | MLL CXXC-DNA inh | B2AR arrestin | TRPV1 agonist
COc1ccc(N2CCN(C(=O)c3ccc(SC)cc3OC)CC2)cc1 | -6% | -1% | -4% | -13% | 18% | 1% | -31% | 4% | 0.0% | -4
Cc1cc(/C=C(\C#N)C(=O)NC2CC2)c(C)[nH]1 | ? | -2%[46.1 µM] | -4% | ? | -17% | -11% | ? | -5% | 0.1% | 3
CCOC(=O)N1CCN(C(=O)c2ccc3nc(N4CCCCC4)sc3c2)CC1 | -1% | 0% | -5% | 14% | -18% | 0% | ? | -3% | -0.5% | 0
O=C(Nc1cnc2ccccn2c1=O)c1ccc(Cl)cc1 | 14% | · | -9% | ? | 3%[7.66 µM] | 6% | 11µM* | 10% | 0.1% | 28
O=C(Nc1ncccc1O)c1cc2ccccc2o1 | · | -1% | 0% | ? | 5% | 25% | -36% | · | 0.2% | 29
CCOC(=O)Cn1cc(/C=N/NC(=O)CC#N)c2ccccc21 | -2% | 6% | 1% | -8% | 4% | 0% | -34% | -1% | -0.8% | ·
NC(N)=N/N=C/c1ccc(Cl)c(Cl)c1 | 4% | 0% | -3% | 16% | -63%[inhibitor] | -1% | -90%[inhibitor] | 33%[activator] | -0.9% | 2
O=C(NCc1ccc2c(c1)OCO2)C1CCCN(S(=O)(=O)c2cccnc2)C1 (stereo not given) | -1% | 0%[46.1 µM] | -2% | -7% | 28% | 9% | -10% | 1% | -0.2% | 0
CC(C)CCOc1ccc(C(=O)NN2C(=O)NC3(CCCCC3)C2=O)cc1 | -5% | 0% | 0% | -4% | -27% | 0% | -3% | · | 0.2% | 0
Cc1cc(C)cc(N(C(=O)CCC(=O)Nc2ccccn2)C(C(=O)NC(C)C)c2ccc(O)cc2)c1 (stereo not given) | -2% | · | · | 8% | · | 4% | · | -3% | -0.2% | 2
Cc1ccc(N2CCN(S(=O)(=O)c3ccc4c(c3)oc(=O)n4C)CC2C)cc1 (stereo not given) | -5% | 0% | -1% | 4% | 0% | -17% | -21% | 9% | 0.2% | 4
O=C(COc1ccc(Br)cc1)N/N=C1\SCC(=O)N1c1ccc(F)cc1 | -10% | 4%[46.1 µM] | 0% | 9% | 24% | 7% | 5% | 0% | 0.5% | -1
Nc1nnc(-c2cccnc2)s1 | 3%&2% | -9% | -4% | ? | -23% | -3%&0% | 6% | -1%&-5% | 0.2%&-0.1% | 0&3
CCCCOP(=O)(OCCCC)C(Nc1ccc(C(=O)OCC)cc1)c1ccncc1 (stereo not given) | 1% | -2% | -3% | 8% | -15% | 24% | -34% | 12% | -0.3% | 24
Cc1cccc(N2CCN(C(=O)C(C)C)CC2)c1C | -4% | 2% | -1% | -6% | -9% | 10% | 0% | 2% | 0.1% | 27
CCC1Nc2ncnc(N3CCCCC3)c2N(Cc2ccc(Cl)cc2)C1=O (stereo not given) | -4% | 11% | 0% | 1% | 5% | 2% | -6%&-5% | · | -0.2% | ·

Quoted from the listing.
In ELG1 DNA repair, CCC1Nc2ncnc(N3CCCCC3)c2N(Cc2ccc(Cl)cc2)C1=O (stereo not given) has 1%
In TCR activator, Cc1cccc(N2CCN(C(=O)C(C)C)CC2)c1C has 2%
